FBW7 activator: human FBW7 E3 ligase activation, primary screen; Q969H0; AlphaScreen FBW7–phospho-cyclin E peptide binding, activator screen; normalized activity (activation), % at 26.1 µM; actives 0.13% (n = 650,000); AID 1259310; in the data active means normalized activity above about 1.9%;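 further: purified mutant Fbw7 with reduced substrate affinity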
TEAD-YAP inh: TEAD-YAP interaction inhibition | actives 1.4% (n = 640,000) | HEK-TIYL cells, TEAD-Gal4/YAP UAS-luciferase luminescence | inhibition, % at 9.12 µM; in the data active means inhibition above about 32%;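 further: 0% = median of test compound wells and 100% = reference inhibitor wells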
GPR151 ag: activates the human receptor GPR151; AID 1508602; PathHunter beta-arrestin GPR151 cells, luminescence; activation, % at 11.2 µM; actives 1% (n = 650,000); Q8TDV0; in the data active means activation above about 4.9%;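 further: 0% = median of compound wells and 100% = cells with positive control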
Target sequence (Q8TDV0 whole entry, looked up): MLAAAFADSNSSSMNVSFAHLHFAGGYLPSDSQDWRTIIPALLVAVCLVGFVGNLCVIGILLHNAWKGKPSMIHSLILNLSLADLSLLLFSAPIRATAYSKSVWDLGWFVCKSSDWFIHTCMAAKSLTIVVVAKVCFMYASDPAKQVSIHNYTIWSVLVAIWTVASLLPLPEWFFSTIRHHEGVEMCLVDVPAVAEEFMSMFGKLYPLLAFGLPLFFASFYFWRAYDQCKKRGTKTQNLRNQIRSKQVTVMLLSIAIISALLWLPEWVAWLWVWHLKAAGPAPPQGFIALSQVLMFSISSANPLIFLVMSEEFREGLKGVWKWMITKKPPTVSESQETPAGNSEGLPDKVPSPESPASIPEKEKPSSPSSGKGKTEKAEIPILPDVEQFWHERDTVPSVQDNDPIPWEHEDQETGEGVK
MITF primary: blocks human microphthalmia-associated transcription factor; inhibition, % at 2.6 µM; O75030; actives 0.91% (n = 650,000); AlphaScreen MITF homodimerization, bead proximity signal; in the data active means inhibition above about 50%;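 further: 0% = vehicle wells with protein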
Target sequence (O75030 whole entry, looked up): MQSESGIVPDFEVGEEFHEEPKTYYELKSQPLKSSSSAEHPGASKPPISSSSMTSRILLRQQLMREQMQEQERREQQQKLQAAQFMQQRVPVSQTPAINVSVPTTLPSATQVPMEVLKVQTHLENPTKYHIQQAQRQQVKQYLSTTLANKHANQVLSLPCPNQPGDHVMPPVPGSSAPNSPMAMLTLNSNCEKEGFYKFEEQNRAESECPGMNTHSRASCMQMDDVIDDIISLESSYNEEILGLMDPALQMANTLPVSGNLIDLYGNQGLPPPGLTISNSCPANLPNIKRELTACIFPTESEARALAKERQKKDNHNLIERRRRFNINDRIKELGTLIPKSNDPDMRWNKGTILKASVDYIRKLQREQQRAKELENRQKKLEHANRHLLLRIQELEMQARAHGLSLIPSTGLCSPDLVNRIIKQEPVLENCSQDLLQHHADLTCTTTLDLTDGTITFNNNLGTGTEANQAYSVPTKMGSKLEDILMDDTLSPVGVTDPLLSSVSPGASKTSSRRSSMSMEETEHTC
Active calls of the source: *; · = not tested or not shown.

The line under a structure holds: FBW7 activator	TEAD-YAP inh	GPR151 ag	MITF primary
Cc1cc(=O)n2nc(N3CCCC3C(=O)NCc3cccc(F)c3)sc2n1 (stereo unspecified)
 : 0.2	-3	-1.6	-18
O=C(c1cccnc1Oc1ccccc1)N1CCC(c2nc(-c3ccncc3)no2)C1 (stereo unspecified)
 : 0.5	2	0.3	5
Cc1ccc(N(CC(=O)NC2CCCCC2)C(=O)CCC(=O)Nc2cc(C)ccn2)cc1
 : 0.7	-7	0.0	14
CCN1CCCC1CNC(=O)C1CCCN1c1nnc(N2CCCC2=O)s1 (stereo unspecified)
 : -0.2	1	0.2	1
O=C(Nc1cccc(F)c1)c1ccc([N+](=O)[O-])cc1
 : 0.0	-16	-3.2	-1
Cc1ccc(OCc2cccc(C(=O)Nc3ccc(I)cc3)c2)cc1
 : 0.2	1	-1.2	20
COC(=O)C1=NN(C(C)=O)C2C(=O)N(c3ccc(Cl)cc3)C(=O)C12 (stereo unspecified)
 : 0.2	7	1.7	3
CCOC(=O)C1=C(C)N=c2s/c(=C\c3ccc(OCc4cccc5ccccc45)c(OCC)c3)c(=O)n2C1c1ccc(OC)c(OC)c1 (stereo unspecified)
 : 0.1	8	-1.9	22
O=S(=O)(NCCc1cn2ccsc2n1)c1ccc(F)cc1
 : 0.2	8	-1.5	8
Cc1csc(SCC(=O)NC(C)c2ccccc2)n1 (stereo unspecified)
 : 0.0	2	-1.1	12
Cc1ccc2nc(CN3CCCC(C(=O)c4cccnc4)C3)nc(N3CCSCC3)c2c1 (stereo unspecified)
 : 0.1	4	-0.7	1
COC(=O)NC1CCCCC1NC(=O)OC (stereo unspecified)
 : -0.1	0	3.8	4
O=C(Cn1cnc2c(-c3ccc(F)cc3)csc2c1=O)NCCc1ccccc1
 : 0.0	7	-0.2	-1
NS(=O)(=O)c1ccc(CNc2ccc3ncc(-c4ccc(Cl)cc4)n3n2)cc1
 : 0.0	-1	-0.6	-3
COc1cccc(C(=O)NCC(c2cccnc2)N2CCN(c3ccc(F)cc3)CC2)c1 (stereo unspecified)
 : -0.1	10	-0.2	7
CC(=O)Nc1ccc(Nc2cc(NC3CCN(Cc4ccccc4)CC3)nc(N)n2)cc1
 : -0.1	-4	-0.8	8
O=C1c2ccc(N3Cc4ccccc4C3)cc2C(=O)N1Cc1ccccc1
 : -0.1	-1	0.6	5
COC(=O)C1=C(C)N(c2cc(C)cc(C)c2)/C(=C/c2sccc2C)C1=O
 : -0.2	-8	-0.2	-3
C=CCNC(=O)/C(C#N)=N/Nc1ccccc1C(C)=O
 : 0.1	4	-0.5	6
CCN(CC)CC(=O)c1c[nH]c2ccccc12
 : 0.1	-1	0.6	-3
O=C(CSc1nc2c(c(=O)n1-c1ccc(F)cc1)SCC2)N1CCCCCC1
 : 0.0	4	-0.8	1
CCOc1ccc2nc(SCC(=O)Nc3ccccc3OC)sc2c1
 : 0.0	-11	1.5	-8
COCCN(CCOC)C(=O)C(=O)c1c(C)[nH]c2ccccc12
 : 1.3	-19	-0.8	4
O=C1C=C(N2CCCCC2c2cccnc2)C2(CCCCC2)O1 (stereo unspecified)
 : 0.3	14	-0.6	2
O=C(COc1ccccc1)NNC(=O)COc1ccc(Br)cc1
 : 0.0	-15	-1.2	1
CCOC(=O)C1=C(C)NC(=O)NC1c1ccc(O)cc1 (stereo unspecified)
 : 0.0	-8	-0.4	6
Cn1cc(CCNC(=O)CC2C(=O)NCCN2Cc2cccc(Oc3ccccc3)c2)cn1 (stereo unspecified)
 : -0.2	3	1.1	-5
O=C(NC1CCCCC1)N(CCCO)Cc1cc2cc3c(cc2[nH]c1=O)OCCO3
 : -0.2	7	3.8	-5
O=S(=O)(c1ccc2c(c1)OCCCO2)N1CCCc2ccccc21
 : -0.1	64*	0.4	-17
O=C(N/N=C/c1cc(O)c(Br)cc1Br)c1cccnc1
 : -0.1	-20	2.7	8
CN(CCc1ccc(Cl)c(Cl)c1)CCN1CCCC1
 : 0.1	·	1.6	15
COc1ccc(C(=O)Nc2cc(C(=O)NCc3ccc(F)cc3)ccc2N2CC3CC(C2)c2cccc(=O)n2C3)cc1 (stereo unspecified)
 : 0.0	-73	2.6	5
Cn1c(SCC(=O)Nc2cccc(Cl)c2)nnc1C1CC1
 : -0.1	-4	0.8	3
COC(=O)c1ccccc1-c1ccc(/C=C2\C(=O)N(C)C(=O)C(C#N)=C2C)o1
 : 0.1	6	0.6	9
CC(=O)Nc1cccc(NC(=O)C(=O)c2c[nH]c3ccccc23)c1
 : 0.0	-32	-4.3	-6
CCn1c(=O)c2cc(C(=O)Nc3cccc(OC)c3)sc2c2ccccc21
 : -0.1	3	-0.2	-5
CC(NC(=O)C1CCN(S(=O)(=O)c2cccc3nonc23)CC1)c1ccccc1 (stereo unspecified)
 : 0.0	4	-1.1	7
CCCCNC(=O)C(=O)Nc1cccc(F)c1
 : 0.0	-45	-2.1	-2
CCOC(=O)c1c(NC(=O)COc2ccc(OC)cc2)sc2c1CCCC2
 : 0.3	6	0.3	-10
Cc1cc(C)c(NC(=O)c2ccc(F)cc2)c(C)c1NC(=O)c1ccc(F)cc1
 : 0.1	-5	0.6	10
CSc1ccc(S(=O)(=O)N2CCN(c3cccc(Cl)c3)CC2)cc1
 : -0.2	0	1.2	4
CC(C)(NC(=O)CCc1nnc(-c2ccsc2)o1)C12CC3CC(CC(C3)C1)C2
 : -0.1	-13	2.4	4
CCOC(=O)c1c(NC(=O)c2ccc(OC)c(OC)c2)sc(C(=O)Nc2ccccc2F)c1C
 : -0.1	5	-0.2	13
O=C(Cn1c(=O)n(-c2ccc(F)cc2)c(=O)c2oc3ccccc3c21)NCc1ccco1
 : 0.0	-3	1.8	13
CC(=O)Nc1ccc(Nc2nc(Nc3nc4ccccc4n3C)nc3c2ncn3C2CCCCC2)cc1
 : -0.3	0	-1.8	8
CCOC(=O)c1sc(NC(=O)CCN2CC(C)OC(C)C2)c(C(=O)OCC)c1C (stereo unspecified)
 : -0.2	-7	-0.6	8
N#Cc1ccc(NC(=O)CSc2nc3ccccc3s2)cc1
 : 0.1	15	1.4	-5
COc1ccc(COC(=O)C2=C(C)NC3=C(C(=O)CCC3)C2c2ccccc2[N+](=O)[O-])cc1 (stereo unspecified)
 : -0.1	4	-1.3	12
CCOc1cccc(C(=O)Nc2cc(C(=O)O)cc(C(=O)O)c2)c1
 : 0.7	-1	3.4	11
O=[N+]([O-])c1cc(Sc2ccccc2)c2c(C3OCCO3)noc2c1
 : -0.3	-9	0.3	3
N#CC1=C(N)OC2=C(C(=O)CCC2)C1c1ccc(-c2ccc(Br)cc2)o1 (stereo unspecified)
 : 0.0	-11	-0.1	-7
CN(C(=O)Nc1cccc([N+](=O)[O-])c1)c1cccc(Cl)c1
 : 0.8	3	0.2	18
CCCCS(=O)(=O)NNC(=O)c1ccc(OC)c(OC)c1
 : 0.2	-1	0.5	8
COC(=O)[C@@H](NC1CCN(c2ccc(NC(=O)COc3ccccc3)cc2)CC1)C(C)C
 : 0.1	1	1.0	-3
COc1ccc(/C=N/NC(=O)c2cc(C(C)(C)C)[nH]n2)cc1O
 : 0.0	-3	0.6	0
O=C(NNS(=O)(=O)C1CCCCC1)c1ccccc1
 : 0.7	-4	0.2	10
COc1cccc(C2C(C(=O)c3ccco3)=C(O)C(=O)N2c2ncccn2)c1 (stereo unspecified)
 : 0.9	2	0.4	45
CCC(C)c1ccc(NC(=O)COC(=O)c2cc(=O)c3ccccc3o2)cc1 (stereo unspecified)
 : 0.0	-5	-0.1	6
O=C(Nc1ccccc1)c1ccc(OC(=O)c2ccccc2)cc1
 : -0.1	-12	-0.1	8
CCCc1nc(SC2CCCC2)c2c(=O)n(C)c(=O)n(C)c2n1
 : -0.1	-10	1.0	-3

Whole records from above:
CCOc1ccc2nc(SCC(=O)Nc3ccccc3OC)sc2c1 is listed with FBW7 activator: 0.0; TEAD-YAP inh: -11; GPR151 ag: 1.5; MITF primary: -8
CCOc1cccc(C(=O)Nc2cc(C(=O)O)cc(C(=O)O)c2)c1 is listed with FBW7 activator: 0.7; TEAD-YAP inh: -1; GPR151 ag: 3.4; MITF primary: 11
CCOC(=O)c1sc(NC(=O)CCN2CC(C)OC(C)C2)c(C(=O)OCC)c1C (stereo unspecified) is listed with FBW7 activator: -0.2; TEAD-YAP inh: -7; GPR151 ag: -0.6; MITF primary: 8

Further structures:
The line under a structure holds: FBW7 activator	TEAD-YAP inh	GPR151 ag	MITF primary
Cc1onc(-c2c(Cl)cccc2Cl)c1C(=O)Nc1ccc([N+](=O)[O-])cn1
 : -0.5	12	0.5	4
CCOc1ccc(CC(=O)N2CCC(c3ccncc3)CC2)cc1
 : 0.1	7	-0.1	4
Cc1ccccc1Nc1cc(N2CCCCC2)c2noc3c2c1C(=O)c1ccccc1-3
 : -0.3	-1	-2.3	33
Cc1ccc(-c2csc(NC(=O)c3ccccc3)n2)cc1C
 : 0.0	-31	-0.4	4
CC(=O)N1CCC2(CC1)OCc1cc(-c3ccsc3)ccc1O2
 : 0.8	1	-0.3	15
COc1ccc(N2C(=O)/C(=C\c3cc(OC)c(OC)cc3OC)C(=O)NC2=S)cc1
 : -0.1	-4	-1.7	6
COc1ccc2cc(C(=O)Nc3cccc(C(F)(F)F)c3)c(=N)oc2c1
 : 0.0	2	1.5	13
CCCCc1nnc(SCc2ccc(OCC)cc2)n1N
 : 0.0	-8	-0.9	-10
COCC1CCCN1C(=O)c1cnc2sc3ccccc3n2c1=O (stereo unspecified)
 : 0.7	-8	0.1	19
O=C(COc1cccc(Cl)c1)Nc1nc(-c2ccc(Br)cc2)cs1
 : 0.1	-2	0.2	20
Nc1nc(NCc2ccc3c(c2)OCO3)nc2c1ncn2-c1ccsc1
 : 0.0	-6	2.5	6
O=C(Cc1cn(-c2ccc(NCc3cccnc3)nn2)c2ccccc12)NC1CCN(Cc2ccccc2)CC1
 : -0.1	-10	-0.2	8
NCCN1C(=O)S/C(=C\c2ccccc2)C1=O
 : -0.2	-7	2.2	-7
CCCNC(=O)Cc1cn(-c2ccc(N3CCN(Cc4ccc5c(c4)OCO5)CC3)nn2)c2ccccc12
 : -0.1	13	-1.7	13
COc1ccc(NC(=O)c2ccc3c(c2)OCCO3)cc1
 : -0.3	75*	-5.0	-3
CC(C)COc1cccc(OCC(=O)OC2CCS(=O)(=O)C2)c1 (stereo unspecified)
 : 0.1	9	0.0	-6
CC(=O)N1CCN(Cc2nc3cc(NC(=O)c4ccco4)ccc3n2C)CC1
 : -0.1	2	-1.0	-6
O=C(CCCCCn1c(=S)[nH]c2ccsc2c1=O)NCc1ccccc1Cl
 : 0.0	-16	0.5	1
CCCn1nnnc1NCc1ccc(Cl)cc1Cl
 : -0.2	3	0.2	10
Cc1ccc(N(CC(=O)NC2CC2)S(=O)(=O)c2ccc(F)cc2)cc1
 : -0.4	-4	0.1	-9
O=C(NCc1nc(-c2ccccc2)no1)C1CCCCC1
 : -0.1	0	2.9	-5
COc1ccc(C(=O)OCC(=O)N2CCC(C(N)=O)CC2)c(OC)c1
 : 0.2	5	0.4	-1
CCOc1ccccc1-n1c(=S)sc2c(=O)n(-c3ccccc3C)c(SCC(=O)NCc3ccccc3)nc21
 : 0.3	-13	-0.9	4
Cc1ccc(S(=O)(=O)n2cccc2C)cc1
 : 1.4	13	-0.5	-2
O=C(CSc1nc2ccccc2c(=O)n1CCCC(=O)N1CCN(c2ccccc2)CC1)NCc1ccco1
 : -0.1	11	-0.7	3
O=C(/C=C/c1cccc([N+](=O)[O-])c1)Nc1nnc(C(F)(F)F)s1
 : 0.1	0	-0.7	-15
COc1ccc(C(=O)OCC(=O)NC(=O)NC2CCCC2)c(O)c1
 : -0.1	8	0.8	-6
O=C1NN(c2ccc(F)cc2)C(=O)/C1=C\c1ccc(OC(=O)c2cccs2)cc1
 : -0.1	11	2.9	4
Cn1c(=O)c2c(nc(Sc3nc4ccccc4n3CC(=O)N3CCCCC3)n2C)n(C)c1=O
 : 0.0	-1	-1.6	-9
CC(=O)c1ccc(Nc2ccc([N+](=O)[O-])c3nonc23)cc1
 : -0.2	-6	-3.2	16
OCCCNc1nccn2c(-c3ccc(OC(F)(F)F)cc3)cnc12
 : -0.2	-21	0.8	9
Cc1cc2cc(CNC(=O)c3ccccc3Cl)ccc2n1C
 : -0.3	-3	0.1	-6
Cc1ccc(N(CC(=O)N2CCC(C(N)=O)CC2)S(=O)(=O)c2ccccc2)cc1C
 : 0.1	7	-0.4	3
CC(/C=C1\N=C(c2cccc(C)c2)OC1=O)=C\c1ccccc1
 : -0.1	0	-1.9	6
CCN1c2ncccc2C(=O)NC12CCN(Cc1cc3c(cc1Cl)OCO3)CC2
 : 0.0	0	2.3	-3
Cc1ccc(-c2csc(C3=C(O)CN(NC(=O)c4ccc([N+](=O)[O-])cc4)C3=N)n2)cc1
 : -0.1	4	0.2	-5
CC(C)CN1C[C@@H](NCc2ccccc2O)C[C@H]1C(=O)NCCc1ccccc1F
 : -0.1	2	-0.6	-2
CC(C)CCNC(=O)c1ccc2c(SCC(=O)O)c3c(nc2c1)CCC3
 : 0.0	2	0.1	-5
COC(=O)c1cc(S(=O)(=O)N(C)Cc2ccccc2)cn1C
 : 0.1	1	-1.1	13
CC(C)(C)NCCCCOc1ccccc1Cl
 : 0.0	7	2.2	-7
Cc1nc2ccc(-n3c(N)c(C#N)c4nc5ccccc5nc43)cc2s1
 : 0.0	4	-1.7	-2
